Hep lipid drop: hepatic lipid droplet formation modulation; AID 1656; inhibition, % at 6.5 µM; AML12 mouse hepatocytes, oleate lipid droplets, BODIPY imaging; hit rate 0.4% among 240,000;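 active = lipid droplet intensity inhibited by at least 50%, with more than 500 cells counted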
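material = mouse AML12 hepatocyte cell line, fixed after treatment | also added = 100 µM oleic acid challenge | doses = compound at 6.5 µM only | schedule = overnight exposure | technique = Image-based BODIPY and DAPI two-channel analysis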
GPR55 beta-arrestin: GPR55 agonists via beta-arrestin recruitment, primary screen, imaging, U2OS cells, beta-arrestin-GFP redistribution (AID 1961) | hit rate 0.048% among 290,000 | activation, % at 10 µM; hits with a dose series show EC50 in µM | U2OS GPR55 beta-arrestin-GFP redistribution imaging; higher % means a stronger effect;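 active = activation above 40% with more than 50 cells counted in the well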;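 note: U2OS osteosarcoma cells stably expressing GPR55 and beta-arrestin-GFP; plate controls were DMSO negative control for no effect and LPI positive control for full effect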
Large T inhibition: SV40 large T antigen inhibitors, biochemical (AID 1903). SV40 large T antigen ATPase/helicase inhibition assay; higher % means a stronger effect. one-dose inhibition, % at 20 µM; IC50 in µM for titrated hits. hit rate 0.39% among 310,000; in the data active = a potency from the dose series; note: strong numbers were not always called active
T cell HTS: T cell immune modulators affecting CD8 T cell-vesicle binding; 2C CD8+ T cell-vesicle binding, flow cytometry; active compounds read low; calls only at 7 µM; AID 2052; hit rate 0.068% among 330,000;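 active = response, share of CD8 T cells binding vesicles, and their 90th percentile fluorescence all below set limits, cut at about 80% in these data, passing the limit was not always enough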
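Also added: QL9-peptide-loaded Drosophila micro-vesicles bearing Ld, ICAM-1 and B7-1; Test system: purified 2C TCR transgenic mouse naive CD8+ T cells; Measured by: cytometric PE anti-B7-1 and Alexa647 anti-CD8 signals after 1% paraformaldehyde fixation; Timing: binding step 1.5 h, 37 °C, antibody labelling 20 min, ice.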
Rac1 GTP hydrolysis: MgcRacGAP GTPase-activating activity inhibitors, confirmation, biochemical, ADP Hunter fluorescence; MgcRacGAP-stimulated Rac1 GTP hydrolysis, ADP Hunter fluorescence; higher % means a stronger effect; GST-tagged Rac1 F28L mutant substrate; one-dose inhibition, % at 30 µM; IC50 in µM for titrated hits; hit rate 0.6% among 340,000; AID 624330;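 active = first-screen hits whose inhibition reached a set limit at any dose in the follow-up dose series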;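 note: fluorescence reports GDP produced by GAP-driven GTP hydrolysis; strong numbers were not always called active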
GPR55 antagonists: GPR55 antagonists blocking LPI-driven arrestin recruitment, primary screen, imaging, U2OS, beta-arrestin-GFP, LPI agonist (AID 2013) | hit rate 0.13% among 290,000 | one-dose inhibition, % at 10 µM; IC50 in µM for titrated hits | U2OS GPR55 beta-arrestin-GFP translocation imaging, LPI antagonism; higher % means a stronger effect;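 active = spots per cell inhibited over 60%, with over 100 cells counted and total cytoplasm intensity under 500,000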;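 note: U2OS cells stably carrying GPR55 and arrestin-GFP stimulated by 5 µM LPI near EC80; imaged beta-arrestin-GFP aggregate spots per cell after agonist stimulation; plate controls were LPI-stimulated DMSO wells for no effect and DMSO wells without LPI for full effect; some results filed as inactive read as strong as hits; confirmed hits need IC50 under 10 µM and bright autofluorescent wells are also inconclusive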
LYP inhibition: PTPN22 lymphoid phosphatase activity blockers – biochemical, fluorescence intensity, uHTS (AID 1779); one-dose inhibition, % at 11.5 µM; IC50 in µM for titrated hits; hit rate 0.054% among 290,000; recombinant LYP phosphatase, fluorescence intensity; higher % means a stronger effect; in the data active = inhibition above about 50%;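 note: plate controls were vehicle with enzyme for no effect and no enzyme for full effect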
NTR1 ag: agonists of NTR1, primary screen, imaging, U2OS cells, beta-arrestin-GFP, high content (AID 493036) | P30989 | hit rate 0.17% among 330,000 | NTR1-U2OS beta-arrestin-GFP spot imaging, agonist mode | activation, % at 20 µM;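 active = activation at or above 40% of the spot to cytoplasm intensity ratio, with at least 20 cells analyzed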;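 note: 0% = DMSO without peptide and 100% = 100 nM NTR1 peptide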
Target sequence (P30989 whole entry, looked up): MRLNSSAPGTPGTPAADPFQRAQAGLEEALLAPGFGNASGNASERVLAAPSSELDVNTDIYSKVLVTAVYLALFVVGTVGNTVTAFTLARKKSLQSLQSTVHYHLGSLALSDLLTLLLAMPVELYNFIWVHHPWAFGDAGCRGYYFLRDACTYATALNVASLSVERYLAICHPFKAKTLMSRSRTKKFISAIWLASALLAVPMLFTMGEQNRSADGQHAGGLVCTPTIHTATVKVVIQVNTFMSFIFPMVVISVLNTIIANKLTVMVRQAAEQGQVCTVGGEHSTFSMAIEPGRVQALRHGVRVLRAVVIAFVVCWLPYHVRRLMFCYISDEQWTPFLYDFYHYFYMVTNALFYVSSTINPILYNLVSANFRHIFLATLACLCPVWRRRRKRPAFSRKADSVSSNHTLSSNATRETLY
GPR35 antagonists: inhibition of zaprinast-stimulated GPR35 beta-arrestin translocation – imaging, U2OS, beta-arrestin-GFP, zaprinast agonist, primary screen (AID 2058); U2OS GPR35 beta-arrestin-GFP translocation imaging, zaprinast antagonism; higher % means a stronger effect; one-dose inhibition, % at 10 µM; IC50 in µM for titrated hits; hit rate 0.052% among 290,000;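 active = inhibition of at least 50% with at least 30 cells and total cytoplasm GFP at most 10,000,000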
Hep lipid drop cells 6.5 µM: recorded beside Hep lipid drop, whose call it bears; cell count; measured here: cell count, cytotoxicity flag;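 cells counted across two imaged fields per well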
T cell HTS vesicle-bound %: second read-out of T cell HTS, no call of its own (marks repeat the call); double positive events, %; measured here: CD8+ vesicle-bound cell fraction;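 binding gate set so that unloaded-vesicle control wells show 10% double positive cells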
NTR1 ag cell count 20 µM: also measured in NTR1 ag; calls as there; cell count; measured here: cell count, cytotoxicity flag
Starred values were filed as active, the others as inactive; i = inactive; nt = not tested or not shown.

SMILES | Hep lipid drop | Hep lipid drop cells 6.5 µM | GPR55 beta-arrestin | Large T inhibition | T cell HTS | T cell HTS vesicle-bound % | Rac1 GTP hydrolysis | GPR55 antagonists | LYP inhibition | NTR1 ag | NTR1 ag cell count 20 µM | GPR35 antagonists
O=c1[nH]c(CN2CCN(c3ccccc3O)CC2)nc2scc(-c3ccccc3Cl)c12 | -15 | 685 | -0.2% | 3% | i | 32 | 9% | -1% | -2% | 1.0 | 69 | 4%
CCOC(=O)C(CC)n1cnc2c(nnn2-c2ccc(F)cc2)c1=O (stereo not given) | 2 | 724 | 0.0% | 8% | i | 46 | 0% | 0% | -10% | 1.1 | 70 | 2%
COc1ccc2nc3cc(Cl)ccc3c(Nc3cc(C(C)C)c(O)cc3C)c2c1 | -7 | 779 | 1µM* | 13% | i | 14 | 8% | 16% | -7% | 26 | 109 | 7%
Cc1cc2c(cc1C)-c1nnc(-c3ccc4ccccc4n3)n1C(C)(C)C2 | nt | nt | -0.1% | 5% | i | 28 | nt | 17% | -4% | -0.8 | 51 | 6%
O=C(c1cccc(F)c1)n1nnc2ccccc21 | 12 | 822 | -0.1% | 0% | i | 20 | 9% | 8% | -6% | -2.1 | 94 | 1%
Fc1ccccc1-c1[nH]ncc1-c1nnnn1-c1ccccc1 | 25 | 703 | 0.5% | 14% | i | 35 | nt | 5% | -10% | 0.0 | 31 | 2%
O=C(Nc1ccccc1)c1ccc(S(=O)(=O)N2CCCCC2)cc1 | 2 | 621 | 0.3% | 2% | i | 29 | 6% | 10% | 1% | -0.5 | 56 | -7%
Cc1ccccc1S(=O)(=O)Nc1nc2ccccc2nc1N1CCc2ccccc2C1 | -16 | 550 | -0.5% | 17% | i | 11 | 3% | 4% | -6% | 7.9 | 79 | -8%
O=C(NNc1nc2c(F)cccc2s1)C1=COCCO1 | 22 | 597 | -0.6% | 28% | i | 34 | 10% | -4% | -2% | -1.4 | 59 | 0%
Cc1ccc(-c2csc(NC(=O)c3ccc(Br)cc3)c2C(=O)O)cc1 | nt | nt | 0.4% | 18% | i | 28 | 11% | 6% | 1% | 2.7 | 82 | 2%
O=C(NCc1ccc(F)cc1)N1CCN(S(=O)(=O)c2ccccc2F)CC1 | 2 | 833 | 0.3% | 1% | i | 28 | 3% | -4% | -10% | -0.9 | 40 | 15%
Cc1ccc(-n2c(=O)c3c4c(sc3n(Cc3cc(=O)n5ccccc5n3)c2=O)CCC4)cc1C | -4 | 690 | -0.3% | 6% | i | 5 | 6% | 3% | 0% | 8.4 | 64 | -6%
CCc1cccc(NS(=O)(=O)c2ccc3c(c2)n(C)c(=O)n3C)c1 | nt | nt | 0.7% | 6% | i | 56 | 7% | -10% | -6% | -1.2 | 83 | -4%
CCN(C(=O)CSc1nnc(NC2CCCCC2)s1)C1CCS(=O)(=O)C1 (stereo not given) | -4 | 751 | 0.0% | 5% | i | 51 | 6% | 1% | 0% | 0.7 | 51 | -6%
CCN(C(=O)CSc1nc2ccccc2o1)c1c(N)n(Cc2ccccc2)c(=O)[nH]c1=O | nt | nt | nt | 4% | i | 26 | 8% | nt | nt | 1.2 | 102 | nt
Cc1ccc(OCCOC(=O)CCc2nc3ccccc3c(=O)[nH]2)cc1 | 0 | 679 | 0.2% | 1% | i | 45 | 5% | 2% | -8% | 2.2 | 83 | -19%
Cn1c(CN2CCCC2)nc2cc(NC(=O)COc3ccc([N+](=O)[O-])cc3)ccc21 | 4 | 710 | 0.2% | 5% | i | 40 | -7% | 7% | 0% | 0.2 | 64 | 0%
Cn1c(=O)oc2cc(S(=O)(=O)NC3CCCCC3)ccc21 | -42 | 806 | -0.1% | -17% | i | 19 | 4% | -2% | -28% | -0.5 | 42 | 13%
N/C(=N\OC(=O)c1ccco1)c1cccc([N+](=O)[O-])c1 | -2 | 690 | -0.1% | nt | i | 18 | 6% | 4% | -9% | -0.8 | 89 | 23%
CCC(Sc1ccccc1C(=O)O)C(=O)O (stereo not given) | 19 | 803 | -0.1% | 1% | i | 17 | 3% | -6% | -6% | 0.0 | 66 | 15%
CC(=O)N1CCc2c(sc(NC(=O)c3ccc4c(c3)OCCO4)c2C#N)C1 | -4 | 678 | -0.1% | 6% | i | 48 | 8% | -18% | 2% | -1.2 | 88 | -2%
CCCC(=O)NC(c1ccc(OC)c(OC)c1)c1cc(Cl)c2cccnc2c1O (stereo not given) | -10 | 622 | -0.1% | 11% | i | 59 | 3% | -4% | -5% | -1.2 | 38 | 7%
CC1=C/C(=N\NC(=S)NCCc2ccccc2)CC(C)(C)C1 | -2 | 651 | -0.2% | 2% | i | 26 | 5% | 0% | 3% | 5.7 | 45 | -11%
O=C(CC1C(=O)NCCN1Cc1cccc(Oc2ccccc2)c1)NCC1CCOCC1 (stereo not given) | 12 | 748 | -0.1% | 6% | i | 46 | -2% | 2% | -8% | -0.9 | 71 | 14%
C/C=C/c1ccc(OCC(=O)OCC(=O)NC2CC2)c(OC)c1 | -9 | 690 | 0.0% | 3% | nt | nt | -1% | 0% | -6% | nt | nt | 7%
Cc1nc(SCC(=O)N2CCN(C(=O)c3ccco3)CC2)c2c(C)c(C)sc2n1 | nt | nt | -0.2% | 8% | i | 49 | 4% | -2% | -6% | -0.4 | 56 | 7%
O=C1NCCCC1C(=O)N/N=C/c1cccc(Cl)c1 (stereo not given) | -4 | 668 | 0.2% | -3% | i | 32 | 2% | 6% | -4% | -0.5 | 57 | -8%
O=C(C[n+]1ccccc1)N1c2ccccc2Sc2ccccc21 | 4 | 706 | 0.7% | -3% | i | 41 | 4% | 25% | -5% | -0.4 | 40 | 6%
CCNC(=O)CC1SC(=Nc2cccc3ccccc23)N(C)C1=O (stereo not given) | -17 | 717 | -0.1% | 10% | i | 40 | 7% | 4% | 3% | -2.0 | 49 | 1%
CCOCCCN(C(=O)c1snc(C(N)=O)c1N)C(C(=O)NC1CCCC1)c1ccc(O)c(OC)c1 (stereo not given) | -8 | 811 | -0.1% | -6% | i | 16 | 3% | 2% | -8% | 1.2 | 40 | 3%
CCO[C@H]1OC(C(=O)O)=C[C@@H](c2cn(C(C)=O)c3ccccc23)[C@@H]1CCCO | nt | nt | nt | 27% | i | 40 | 5% | nt | nt | -0.7 | 81 | nt
O=C(NC1CCCc2ccccc21)C1CCCC1 (stereo not given) | 0 | 805 | 0.2% | 5% | i | 19 | 7% | -3% | -6% | 0.5 | 47 | -9%
Cc1ccc(-c2nn(-c3ccccc3)cc2C(=O)Nc2cccc(S(=O)(=O)N3CCOCC3)c2)cc1 | 2 | 701 | -0.2% | 13% | i | 10 | 9% | 0% | -1% | -1.0 | 62 | -15%
Cc1c(C)c2ccc(OCC(=O)N3CCC(C(=O)O)CC3)cc2oc1=O | nt | nt | 0.4% | 13% | i | 61 | 5% | -8% | -14% | -2.0 | 84 | -1%
CCOc1ccccc1N1CCN(C(=O)Nc2ccc(Cl)c(Cl)c2)CC1 | nt | nt | -0.1% | 1% | i | 51 | nt | -3% | -6% | 0.1 | 48 | -11%
CC1CCN(c2nc3ccccn3c(=O)c2C=O)CC1 | -1 | 724 | 0.6% | nt | i | 30 | -5% | 16% | -9% | 1.1 | 39 | -1%
Cc1ccc(C)c(CN2C(=O)NC3(CCCCCC3)C2=O)c1 | 18 | 739 | -0.1% | 4% | i | 34 | 0% | 4% | -3% | 1.9 | 45 | 5%
Cc1cc(NC(=O)Cn2nc(-c3ccccc3F)ccc2=O)ccc1-n1cnnn1 | nt | nt | -0.2% | 4% | i | 50 | -2% | 2% | -2% | 0.1 | 67 | 0%
Nc1nc(SCc2ccc(Cl)c(Cl)c2)n[nH]1 | -43 | 663 | -0.2% | 9% | i | 43 | 0% | 2% | -4% | -0.8 | 83 | 5%
CCCCC(NC(=O)Cc1c(C)c2cc3c(-c4ccccc4)coc3c(C)c2oc1=O)C(=O)O (stereo not given) | 12 | 856 | -0.1% | 7% | i | 23 | 16% | 75% | -2% | 21 | 88 | -6%
CCCN1CCN(CCCNC(=O)Cn2nc(C)n3c(cc4cc(F)ccc43)c2=O)CC1 | 16 | 739 | 0.1% | nt | i | 16 | -2% | 5% | -11% | 0.5 | 63 | 1%
Cc1ccc(S(=O)(=O)NCc2cccnc2)cc1 | -2 | 788 | 0.1% | 10% | i | 62 | 11% | -13% | -7% | 0.1 | 56 | -10%
O=C(OCc1nc2ccc(Cl)cc2n1CCO)c1ccc2c(c1)OCO2 | nt | nt | 1.0% | 2% | i | 22 | 4% | -20% | -5% | -2.4 | 90 | 1%
O=C1C2CCCCC2C(=O)N1Cc1ccccc1 (stereo not given) | 2 | 715 | 0.0% | 2% | i | 55 | 8% | 12% | -5% | 0.8 | 92 | 0%
O/N=C/c1cc(Br)cc(Br)c1OCc1ccccc1 | -23 | 608 | 0.5% | 0% | nt | nt | 6% | 6% | 2% | 7.3 | 55 | 7%
COc1ccc(OC)c(Nc2cc(C(=O)NCCCN3CCOCC3)c3ccccc3n2)c1 | nt | nt | -0.1% | 6% | i | 9 | 8% | -1% | 3% | -1.9 | 34 | -6%
COC(=O)COc1cccc(NC(=O)c2ccc(Cl)cc2)c1 | 51* | 657* | -0.1% | 4% | i | 57 | 4% | -7% | -14% | -0.6 | 46 | -1%
Cc1ccc(C)c(-n2c(-c3ccncc3)n[nH]c2=S)c1 | 28 | 757 | 0.1% | 12% | i | 41 | 7% | 8% | -6% | -0.6 | 51 | 2%
O=C(COc1ccccc1)Nc1nnc(-c2ccccc2Cl)o1 | 19 | 721 | -0.1% | 20% | i | 35 | 6% | -1% | -6% | 1.3 | 68 | 15%

From PubChem
